# Screens from PubChem.
# TbREL1 primary = TbREL1 inhibition, primary screen | P86926 | TbREL1 RNA ligation, FRET fluorescence | inhibition, % at 9.66 µM | actives 0.49% (n = 89,000);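 active = inhibition above the mean inhibition across all screened compounds plus 3 SD, cut at about 11% in these data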;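 also: 0% = plate median of test wells and 100% = NSC42067 control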
# Target sequence (P86926 whole entry, looked up): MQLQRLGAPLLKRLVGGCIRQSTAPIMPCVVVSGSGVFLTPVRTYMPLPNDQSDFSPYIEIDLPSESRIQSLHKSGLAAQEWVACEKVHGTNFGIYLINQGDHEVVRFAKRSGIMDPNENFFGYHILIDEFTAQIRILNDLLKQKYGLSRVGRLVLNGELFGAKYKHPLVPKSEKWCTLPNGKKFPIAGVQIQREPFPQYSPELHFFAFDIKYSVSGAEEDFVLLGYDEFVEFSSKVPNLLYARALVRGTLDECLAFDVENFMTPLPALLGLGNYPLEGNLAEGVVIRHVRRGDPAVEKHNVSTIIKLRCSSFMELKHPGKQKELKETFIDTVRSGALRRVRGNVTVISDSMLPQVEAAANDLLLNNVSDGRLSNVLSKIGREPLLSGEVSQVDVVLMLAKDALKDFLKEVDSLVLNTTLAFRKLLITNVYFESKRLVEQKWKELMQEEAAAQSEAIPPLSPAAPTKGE
# An asterisk follows results filed as active. An excerpt (hit frequency here may not be typical).
TbREL1 primary,mol
4,O=C(NCc1ccccc1)c1ccc(S(=O)(=O)NCc2ccco2)cc1
6,Cc1cccc(NC(=O)CSc2nnnn2C)n1
1,Cn1c2ccccc2c2nnc(SC3CCOC3=O)nc21 (stereo not drawn)
-3,CC(=O)Nc1ccc(/C=C/C(=O)c2ccc3c(c2)OCCO3)cc1
-1,Cc1oc2ccc(O)c(CN3CCOCC3)c2c1C(=O)c1ccc(Cl)cc1
1,N#Cc1ccc(NC(=O)COC(=O)c2ccc(F)c(S(=O)(=O)N3CCOCC3)c2)cc1
7,CN1C[C@@H]2[C@@H]3C(=O)N(Cc4ccccc4)C(=O)[C@@H]3[C@](Cc3ccccc3)(C1=O)N2C(=O)c1ccc(Cl)c(Cl)c1
1,NNC(=O)c1cn2ccccc2n1
1,CN(CCC1CCCCO1)C(=O)CCc1nnc(CCc2ccccc2)o1 (stereo not drawn)
-2,COC(=O)CSc1c(-c2ccccc2)c2cc(Cl)ccc2[nH]c1=O
1,O=C(O)c1ccccc1-c1ccccc1C(=O)Nc1cccc(-c2nc3ccccc3o2)c1
-7,COc1ccc(CCC(=O)N2CCN(c3ccc(OC)cc3)CC2)cc1
5,CCn1cc(C(=O)OCC(=O)Nc2cccc(C)c2)c(=O)c2ccc(C)nc21
-3,CC1=C(C(=O)N(C)C)CC(CC(=O)NCC2CCCCC2)C(=O)N1Cc1ccc(F)cc1 (stereo not drawn)
1,Cc1ccccc1NC(=O)c1ccc2nccnc2c1
-2,CCOc1ccc(CCNC(=O)c2ccc3c(=O)[nH]c4c(C(=O)NC(C)C)sc(=S)n4c3c2)cc1
6,COc1ccccc1CNc1ncnc2cc(Cl)ccc12
0,CCOC(=O)/C=C1\CC(C(=O)OCC)Oc2ccccc21 (stereo not drawn)
0,C[C@H]1[C@H](c2ccccc2)OC(O)([C@H](Cc2ccccc2)NC(=O)OC(C)(C)C)CN1C (stereo partly drawn)
8,C[C@H](NC(=O)CC[C@H]1O[C@@H](n2ccc(=O)[nH]c2=O)[C@H](O)[C@@H]1O)C(=O)O
-2,CCc1ccc(NC(=O)C2C3C=CC(C4CC34)C2C(=O)O)cc1 (stereo not drawn)
0,CCCc1cc(=O)[nH]c(SCC(N)=O)n1
1,CC(C)Oc1ccc(S(=O)(=O)N2CCCCC2)cc1NC(=O)CN1CCCC1c1cccs1 (stereo not drawn)
-3,CCN(CC)C(=O)CSc1nc2ccccc2c(=O)n1CCC(=O)N1CCN(c2ccccc2)CC1
6,CC(=O)Nc1ccc(S(=O)(=O)NCCC(=O)N2CCC(Cc3ccccc3)CC2)cc1
-1,COc1ccc(NS(=O)(=O)c2cc(NC(=O)c3ccco3)ccc2N2CCCC2)cc1
-5,O=C(C1=C(O)C(=O)N(Cc2ccco2)C1c1cccc(O)c1)c1ccco1 (stereo not drawn)
-2,Cc1cccc(CN2CCC(CNC(=O)CCNC(=O)Cn3ccc4ccccc4c3=O)CC2)c1
-3,Cc1ccc(C(=O)COC(=O)CNS(=O)(=O)c2ccc(C)cc2)cc1
3,COc1cccc(C(=O)NCCCNC(=O)c2ccccn2)c1
3,COC(=O)c1ccccc1S(=O)(=O)N1CCCC(c2nc3c(nnn3Cc3ccc(C)cc3)c(=O)[nH]2)C1 (stereo not drawn)
-2,Cc1ccc2c(c1)C(c1ccc(N3CCOCC3)cc1)=NNC(c1cccs1)=N2
-1,CCN(C(=O)COC(=O)c1ccc(=O)n(Cc2ccccc2)n1)C1CCCCC1
-4,CSCCC(NC(=O)c1ccccc1)C(=O)N1CCN(C(=O)c2ccccc2)CC1 (stereo not drawn)
-1,COc1ccc2cc(CN(CCCN3CCOCC3)Cc3nnnn3C3CCCC3)c(=O)[nH]c2c1
3,CC(C)NC(=O)CSc1nc2ccccc2n1CC(=O)N(C(C)C)C(C)C
1,COc1ccccc1N1CCN(c2ncnc3n[nH]c(Br)c23)CC1
3,O=c1[nH]c2ccccc2c2nc3ccccn3c12
0,C[n+]1cnn2c1SCC1(COC1)C2
-2,CC(C)(C)c1ccc(-n2nc(C(N)=O)c(O)cc2=O)cc1
0,CCN(Cc1nc2ccccc2c(=O)[nH]1)C(=O)COc1ccccc1-c1ccccc1
-3,C[C@@H]1CN([C@H](C)CO)C(=O)c2cc(C#C[C@@H](C)O)cnc2O[C@H]1CN(C)C(=O)c1ccc(F)cc1
-2,O=C1CC(N2CCCC2)=NC(=O)N1c1ccc(Br)cc1
-1,Cc1c(C(=O)N(Cc2ccccc2)Cc2cccs2)cnn1-c1ccc(Cl)cc1
0,Cc1csc(C(C)N(C)C(=O)CCc2nnc(CCc3ccccc3)o2)n1 (stereo not drawn)
1,CCCCn1c(N)c(N(CCC(C)C)C(=O)COC(=O)Cc2ccc(Cl)cc2)c(=O)[nH]c1=O
2,CCOC(=O)CC1C(=O)NCCN1C(=O)Nc1ccccc1 (stereo not drawn)
0,COc1c(Cl)cc(-c2noc(C)c2C(=O)NC(C)C)cc1Cl
-3,O=C(CCCOc1ccc(Cl)cc1Cl)Nc1cc(S(=O)(=O)N2CCOCC2)ccc1N1CCOCC1
0,CON(C)c1nc(C2CCCCC2)c2cc(C)ccc2n1
1,CCOc1ccccc1NC(=S)Nc1ccc(S(N)(=O)=O)cc1
1,C[C@H]1CN([C@@H](C)CO)C(=O)CCCn2nncc2CO[C@H]1CN(C)S(=O)(=O)c1ccc(Cl)cc1
5,Cc1ccc(-c2ccc(CN3C(C)C(=O)N(Cc4cn(CCC5OCCO5)nn4)CCS3(=O)=O)cc2)cc1 (stereo not drawn)
0,CCOc1ccc(NC(=O)CSc2ncn[nH]2)cc1
0,COc1ccc(N2C(=O)CC(c3ccccc3)CC2=O)cc1
-3,COCCn1c(-c2ccc(OC)cc2)cnc1N
-1,CCCN1CCN(C(=O)C2CCN(S(=O)(=O)c3ccc4c(c3)oc(=O)n4C)CC2)CC1
2,CC(NS(=O)(=O)c1cn(C)c(=O)n(C)c1=O)c1ccccc1 (stereo not drawn)
4,CC(=O)Nc1ccc(S(=O)(=O)NCCC(=O)NCCCc2ccccc2)cc1
3,Cc1cc(C)n(CC(=O)NNC(=O)COc2ccc(Br)cc2F)n1

# Next results:
TbREL1 primary,mol
-1,Cc1cc(NC(=O)CSc2nc3ccccc3[nH]2)n(-c2ccccc2)n1
4,COc1cccc(OC)c1OCCCSc1nc(C)cc(=O)[nH]1
1,O=C(CNC(=O)N1CC(=O)Nc2ccccc21)Nc1nccs1
0,COc1cccc(NS(=O)(=O)c2c(C)cc(C)cc2C)c1
13*,Cc1c(NC(=O)CN2CC(C)OC(C)C2)c(=O)n(-c2ccccc2)n1C (stereo not drawn)
-1,CCCC(=O)NC(=S)Nc1nc(-c2ccc(OC)cc2)cs1
-2,CCOCCCNC(=O)C(c1ccc(Cl)cc1)N1CCN(C(=O)c2ccco2)CC1 (stereo not drawn)
1,O=C(CCc1ccccc1)NNC(=O)Nc1ccc(F)c(Cl)c1
-1,O=C(O)CCN1C(=O)C2CCCCC2C1=O (stereo not drawn)
-1,O=C(COc1ccccc1)N1CCN(S(=O)(=O)c2ccc(Br)cc2)CC1
4,CC(OC(=O)c1cc[n+]([O-])cc1)C(=O)NCc1ccccc1 (stereo not drawn)
-2,O=C(NCc1cccs1)C(Cc1ccccc1)NS(=O)(=O)c1cccs1 (stereo not drawn)
0,COC(=O)[C@H](Cc1ccccc1)NC(=O)Cn1ccc(NC(=O)OCc2ccccc2)nc1=O
-1,CC(=NNC(=O)CSc1nnc(-c2ccccc2)n1-c1ccccc1)c1cccc([N+](=O)[O-])c1
1,COCCNC(=O)C1CC(c2cccc(F)c2)=NO1 (stereo not drawn)
-1,O=C(CSc1nnc(NC(=O)c2ccco2)s1)Nc1ccccc1
1,CCOC(=O)c1[nH]c2ccc(OC)cc2c1NC(=O)c1ccc(OC)c(OC)c1
1,Nc1nc(SCC(=O)NCC2CCCO2)n[nH]1 (stereo not drawn)
-4,COc1ccc(-c2nc3cccc(C)n3c2NCC2CCCO2)cc1O (stereo not drawn)
-4,COc1ccc(S(=O)(=O)Nc2ccc3c(c2)C(=O)N([C@H](C)CO)C[C@H](C)[C@@H](CN(C)C(=O)Nc2ccccc2)O3)cc1
3,CCOc1ccc(S(=O)(=O)Nc2cccc(C(=O)N3CC(C)OC(C)C3)c2)cc1 (stereo not drawn)
-6,COc1ccc(/C=C(\CC(=O)O)c2nc3ccccc3s2)cc1O
0,Cc1ccc2c(CC(=O)NC3=NCCS3)coc2c1
-2,Cc1c(NC(=O)COC(=O)/C=C/c2cccc(Br)c2)c(=O)n(-c2ccccc2)n1C
1,O=C(CCC(=O)OCC(=O)c1ccc(Br)cc1)Nc1cccc2cccnc12
1,CC(C)(C)c1ccc(S(=O)(=O)N2CCCC(C(=O)NCc3cccs3)C2)cc1 (stereo not drawn)
0,COc1ccc(OC)c(C2=NOC(C(=O)NCCN3CCOCC3)C2)c1 (stereo not drawn)
-4,CC1(C)Cc2c(c(-c3ccccc3)nc3[nH][nH]c(=O)c23)CO1
-1,Cc1cc(N)n(-c2ncnc3scc(-c4ccccc4)c23)n1
-2,O=C(COc1nsnc1N1CCOCC1)Nc1cccc(Cl)c1
-7,Cc1ccc(Nc2c(-c3ccc(N4CCOCC4)cc3)nc3ncccn23)cc1C
-3,CC1CCc2sc(C(=O)N(C)CC(=O)Nc3cccc(F)c3)cc2C1 (stereo not drawn)
0,CC(=O)N/C(=N\OCc1ccccc1Cl)c1nonc1NC(C)=O
8,CN(c1ccccc1C(=O)N1CCc2ccccc2C1)S(C)(=O)=O
-2,CCC1CSC(Nc2ccc(C(=O)/C=C/c3ccc(OC)c(OC)c3)cc2)=N1 (stereo not drawn)
-3,O=C(Cc1ccccc1)Nc1ccc(N2CCN(Cc3ccccc3F)CC2)cc1
2,O=C1C2C3C=CC(C4CC34)C2C(=O)N1CCc1ccccc1 (stereo not drawn)
-2,S=c1[nH]nc(CCc2ccccc2)n1-c1ccccc1
1,COc1cccc(C(=O)CN2C(=O)C(C)(C)Oc3ccc(C(=O)N4CCOCC4)cc32)c1
1,O=c1n(Cc2ccccc2Cl)c2sc3c(c2c2ncnn12)CCCC3
1,CC1CCN(C(=O)COC(=O)Cn2cnc3c2c(=O)n(C)c(=O)n3C)CC1
-3,COc1ccc(N(CC(=O)Nc2ccc(S(=O)(=O)N3CCCCC3)cc2)S(C)(=O)=O)cc1OC
1,C=C(C(=O)Nc1ccccc1)c1ccc(C)cc1
-2,CCOC(=O)[C@]12CCC=C1N(Cc1ccccc1)C(=O)[C@H](CC(=O)NCC13CC4CC(CC(C4)C1)C3)C2
-1,CCCN(CCC)CC(O)CN(c1ccccc1)S(=O)(=O)c1ccc(C)cc1 (stereo not drawn)
-5,O=C(CN1CCCCC1)Nc1ccc(N2CCCCCC2)cc1
2,Cc1ccccc1OCCCC(=O)NCc1ccco1
1,CCC(=O)Nc1ccc(-c2nnc(-c3ccccc3)o2)cc1
-4,COc1ccc(Cn2cccc(NC(=O)Nc3cccc(OC)c3)c2=O)cc1
1,COC(=O)c1ccc(N2CCN(C)CC2)c(NC(=O)c2cc3ccccc3o2)c1
1,CCOc1ccc(OCC)c(NC(=O)CC2Oc3ccccc3NC2=O)c1 (stereo not drawn)
0,O=C(NCc1ccccc1)C1CCCN(C(=O)Nc2ccccc2)C1 (stereo not drawn)
1,COc1ccc(CC(=O)OCC(=O)N2CCCc3ccccc32)cc1
1,O=C(O)C1CCCN(S(=O)(=O)c2ccc(Br)cc2)C1 (stereo not drawn)
5,OC(COc1c(Br)cc(Br)cc1Br)CN1CCOCC1 (stereo not drawn)
0,O=C(Cc1ccc(Cl)cc1Cl)Nc1ccncc1
-3,Cc1c(C(=O)N2CCC(N3CCSCC3)CC2)oc2c(F)cccc12
0,O=C(NCCC1=CCCCC1)C1CCN(C(=O)Nc2ccccc2)CC1
0,O=C(OCc1cnc(Cl)s1)c1ccccc1Cl
0,O=C1NC(Cc2ccccc2)c2nc3cc(Cl)ccc3c(=O)n2-c2ccccc21 (stereo not drawn)
1,CCc1ccc(NC(=O)COC(=O)c2cccs2)cc1

# Some of these compounds in order of length of the SMILES, rising:
TbREL1 primary,mol
-5,O=C(CN1CCCCC1)Nc1ccc(N2CCCCCC2)cc1
1,COc1ccc(CC(=O)OCC(=O)N2CCCc3ccccc32)cc1
-2,CCOC(=O)[C@]12CCC=C1N(Cc1ccccc1)C(=O)[C@H](CC(=O)NCC13CC4CC(CC(C4)C1)C3)C2

# In the list so far, these contain a Cl atom.
TbREL1 primary,mol
-1,Cc1oc2ccc(O)c(CN3CCOCC3)c2c1C(=O)c1ccc(Cl)cc1
7,CN1C[C@@H]2[C@@H]3C(=O)N(Cc4ccccc4)C(=O)[C@@H]3[C@](Cc3ccccc3)(C1=O)N2C(=O)c1ccc(Cl)c(Cl)c1
-2,COC(=O)CSc1c(-c2ccccc2)c2cc(Cl)ccc2[nH]c1=O
6,COc1ccccc1CNc1ncnc2cc(Cl)ccc12
-1,Cc1c(C(=O)N(Cc2ccccc2)Cc2cccs2)cnn1-c1ccc(Cl)cc1
1,CCCCn1c(N)c(N(CCC(C)C)C(=O)COC(=O)Cc2ccc(Cl)cc2)c(=O)[nH]c1=O
0,COc1c(Cl)cc(-c2noc(C)c2C(=O)NC(C)C)cc1Cl
-3,O=C(CCCOc1ccc(Cl)cc1Cl)Nc1cc(S(=O)(=O)N2CCOCC2)ccc1N1CCOCC1
1,C[C@H]1CN([C@@H](C)CO)C(=O)CCCn2nncc2CO[C@H]1CN(C)S(=O)(=O)c1ccc(Cl)cc1
-2,CCOCCCNC(=O)C(c1ccc(Cl)cc1)N1CCN(C(=O)c2ccco2)CC1 (stereo not drawn)
1,O=C(CCc1ccccc1)NNC(=O)Nc1ccc(F)c(Cl)c1
-2,O=C(COc1nsnc1N1CCOCC1)Nc1cccc(Cl)c1
0,CC(=O)N/C(=N\OCc1ccccc1Cl)c1nonc1NC(C)=O
1,O=c1n(Cc2ccccc2Cl)c2sc3c(c2c2ncnn12)CCCC3
0,O=C(Cc1ccc(Cl)cc1Cl)Nc1ccncc1
0,O=C(OCc1cnc(Cl)s1)c1ccccc1Cl
0,O=C1NC(Cc2ccccc2)c2nc3cc(Cl)ccc3c(=O)n2-c2ccccc21 (stereo not drawn)
